Screens deposited in PubChem by National Center for Advancing Translational Sciences (NCATS).
CXXC DNA block – qHTS Fluorescence Polarization Assay for Inhibitors of MLL CXXC domain - DNA interaction. 290,000 tested, 0.037% active. Potency, µM (titrated, usually from 115 µM), for the others: at the top dose activity change, negative = inhibition, most hits filed as inhibitors. AID 2662, 2010. MLL-CXXC / FITC-HOXA9 DNA fluorescence polarization. Histone-lysine N-methyltransferase 2A (Homo sapiens), Q03164; active = well fitted inhibition curve with a large enough effect in the polarisation, with a control signal flat, not every such curve was filed as active; inconclusive = small, poorly fitted or top-dose-only effect, or effect the other way, or a change in a side signal; inactive = no such curve, though single readings can be large or run the other way; the % refers to the polarisation; also: potency is read from the fitted curve at half-maximal effect
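Purified MLL-CXXC (added from a 7 uM solution) was preincubated 5 min at ambient with pinned compounds in 50 mM Tris-HCl pH 7.5, 50 mM NaCl, 1 mM DTT, 0.05% BSA. Fluorescein-labeled HOX-A9 DNA (50 nM solution) followed, 30 min, then polarization read.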
KCNH2 3.1 inh – qHTS for Inhibitors of KCHN2 3.1: Mutant qHTS; activity change, % (tested at about 1.8 µM); U2OS KCNH2 3.1, thallium flux FluxOr; active compounds read low; 340,000 tested, 0.95% active; Potassium voltage-gated channel subfamily H member 2, brain isoform KCNH2 3.1 (human);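 active = maximum activity change below -70%; inconclusive = maximum activity change from -70% to -50%; inactive = maximum activity change above -50%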;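 also: thallium influx rate constant from kinetic fluorescence after stimulation buffer; % is scaled to controls: 0 for no effect and ±100 for the full control effect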
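U2OS cells transduced with KCNH2 3.1 mutant virus (1.77 x 10^8 /mL, 4 h), plated overnight at 37 C, loaded 45 min with FluxOr dye plus Red40 quencher. Thallium flux rate constant from kinetic reads after stimulation buffer, normalised to controls.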
AT treatment – qHTS Assay for Identifying a Potential Treatment of Ataxia-Telangiectasia; […] A-T fibroblasts, KAP-1 phosphorylation AlphaLISA; neocarzinostatin DNA damage 30 min before lysis; Potency, µM (doses to about 57.5 µM), without a hit: at the highest dose activation, hits mostly activators; 320,000 tested, 0.19% active; AID 485349, 2010; also: potency is read from the fitted curve at half-maximal effect; % of control where 0% means no effect; nearly all actives have a fitted effect of over 45% in size
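hTERT-immortalized A-T patient fibroblasts ([…]), 500 cells/well in OPTI-MEM, 1% FBS, got compounds for 60 min, then NCS for 30 min at 37C. Lysates were then assayed for phospho-KAP-1 by AlphaLISA (anti-pKAP1 donor, anti-KAP1 acceptor beads), 6 hr at 25C.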
TRPV1 agonist – HTS Assay for Compounds that Act as Agonists of the Vanilloid Receptor 1. AID 540275, 2011. Transient receptor potential cation channel subfamily V member 1 (Homo sapiens), Q8NER1. TRPV1-expressing cells, Fluo-8 calcium influx, agonist mode. activation, % at 8.33 µM. 320,000 tested, 0.19% active; in the data active = activation above about 80%; inconclusive = between about 30% and that limit; also: 0% is about no effect
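Cells expressing TRPV1 were dye-loaded with Fluo-8 and read kinetically: 10 s baseline, 3 min after compound (agonist portion), then 2 min after EC20 capsaicin (allosteric enhancer portion). Calcium-bound dye fluorescence at 480/520 nm.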
Integrin act MD – qHTS for Activators of Integrin-Mediated Alleviation for Muscular Dystrophy | alpha7betagal myoblasts, beta-gal FDG fluorescence, 48 h | Potency, µM (titrated, usually from 38.3 µM), for inactives: top-dose activation, usual class: activators | 350,000 tested, 0.064% active;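 also: potency is read from the fitted curve at half-maximal effect; 100% = response of the positive control SU9516; nearly all actives have a fitted effect of over 60% in size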
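Alpha7betagal+/- myoblasts (passage 13) were plated 16-24 hr, then exposed to compounds (1:260 dilution of DMSO stock) for 48 hours at 37C. After MPER lysis, β-galactosidase reporter activity was read as FDG fluorescence (ex 480/em 540) after 30 minutes.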
Coupling enz – qHTS Assay for Inhibitors of Fructose-1,6-bisphosphate Aldolase from Giardia Lamblia: Coupling assay counterscreen; coupling enzyme system counterscreen, AmpLite Red fluorescence; activity change, negative = inhibition, % at 58.2 µM, hits read low; 290,000 tested, 0.67% active; AID 2472, 2010; in the data active = activity change below about -30%; also: % is scaled to controls: 0 for no effect and ±100 for the full control effect
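Compounds tested against the coupling enzymes alone at 57.5 uM final; readout was AmpLite Red fluorescence (525/598 nm) after 20 min at RT.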
MBNL1 CUG block – qHTS Assay for Inhibitors of MBNL1-poly(CUG) RNA binding. Muscleblind-like protein 1 (Homo sapiens), Q9NR56. TR-FRET MBNL1-His/biotin-(CUG)12 binding, 665/545 ratio. Potency, µM (titrated, usually from 57.5 µM), for the others: at the top dose activity change, negative = inhibition, usual class: inhibitors. 280,000 tested, 0.036% active. AID 2675, 2010; active = well fitted inhibition curve with a large enough effect in the signal ratio, with a control signal flat, not every such curve was filed as active; inconclusive = small, poorly fitted or top-dose-only effect, or effect the other way, or a change in a side signal; inactive = no such curve, though single readings can be large or run the other way; the % refers to the signal ratio; also: potency is read from the fitted curve at half-maximal effect; % is scaled to controls: 0 for no effect and ±100 for the full control effect
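Compounds (final 92 nM to 58 uM) are added to His-tagged MBNL1 and biotin-(CUG)12, then terbium anti-His antibody and streptavidin-XL665 (5 nM final). After 60 min at room temperature, the 665/545 nm ratio is read.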
hERG WT inh – qHTS for Inhibitors of KCHN2 3.1: Wildtype qHTS. U2OS, BacMam KCNH2, thallium flux FluxOr; active compounds read low. activity change, % at 1.84 µM. 340,000 tested, 0.37% active. AID 720551, 2013;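 active = maximum activity change below -70%; inconclusive = maximum activity change between -70% and -50%; inactive = maximum activity change above -50%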; also: % is scaled to controls: 0 for no effect and ±100 for the full control effect
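U2OS cells transduced with wild-type KCNH2 virus are loaded with FluxOr dye for 45 min, and thallium flux is measured in kinetic reads before and after stimulation buffer. Rate constants are normalized to DMSO controls.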
GALK inhibitor – qHTS Assay for Inhibitors of Human Galactokinase (GALK) | P51570 | Purified GALK, Kinase-Glo residual ATP luminescence | Potency, µM (series often up to 57.5 µM), without a hit: top-dose activity change, negative = inhibition, hits mostly inhibitors | 270,000 tested, 0.007% active | AID 1868, 2009; also: potency is read from the fitted curve at half-maximal effect; % is scaled to controls: 0 for no effect and ±100 for the full control effect
Target sequence (P51570 whole entry, looked up): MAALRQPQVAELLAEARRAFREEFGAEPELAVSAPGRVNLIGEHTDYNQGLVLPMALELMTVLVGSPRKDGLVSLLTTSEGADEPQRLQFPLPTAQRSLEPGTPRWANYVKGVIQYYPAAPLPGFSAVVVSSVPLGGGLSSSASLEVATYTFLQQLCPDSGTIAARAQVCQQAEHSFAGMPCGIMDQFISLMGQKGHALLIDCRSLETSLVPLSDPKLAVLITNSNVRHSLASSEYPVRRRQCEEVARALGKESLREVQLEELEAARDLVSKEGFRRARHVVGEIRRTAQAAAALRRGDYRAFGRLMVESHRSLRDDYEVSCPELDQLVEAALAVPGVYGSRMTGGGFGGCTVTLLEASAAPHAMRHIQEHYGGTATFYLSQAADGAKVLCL
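The enzyme phosphorylates galactose (100 uM) using ATP (35 uM); inhibition is detected as higher residual ATP, quantified by bioluminescence after 1 h reaction at room temperature, pH 8.0.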
S-ASM inh – Inhibitors of Secretory Acid Sphingomyelinase (S-ASM): qHTS | Sphingomyelin phosphodiesterase (Homo sapiens), P17405 | placental ASM, HMU-PC fluorogenic substrate, 60 min | Potency, µM (series often up to 57.5 µM), inactives show top-dose activity change, negative = inhibition, hits mostly inhibitors | 340,000 tested, 0.006% active | AID 504937, 2011; also: potency is read from the fitted curve at half-maximal effect
Target sequence (P17405 47-631 limits assumed): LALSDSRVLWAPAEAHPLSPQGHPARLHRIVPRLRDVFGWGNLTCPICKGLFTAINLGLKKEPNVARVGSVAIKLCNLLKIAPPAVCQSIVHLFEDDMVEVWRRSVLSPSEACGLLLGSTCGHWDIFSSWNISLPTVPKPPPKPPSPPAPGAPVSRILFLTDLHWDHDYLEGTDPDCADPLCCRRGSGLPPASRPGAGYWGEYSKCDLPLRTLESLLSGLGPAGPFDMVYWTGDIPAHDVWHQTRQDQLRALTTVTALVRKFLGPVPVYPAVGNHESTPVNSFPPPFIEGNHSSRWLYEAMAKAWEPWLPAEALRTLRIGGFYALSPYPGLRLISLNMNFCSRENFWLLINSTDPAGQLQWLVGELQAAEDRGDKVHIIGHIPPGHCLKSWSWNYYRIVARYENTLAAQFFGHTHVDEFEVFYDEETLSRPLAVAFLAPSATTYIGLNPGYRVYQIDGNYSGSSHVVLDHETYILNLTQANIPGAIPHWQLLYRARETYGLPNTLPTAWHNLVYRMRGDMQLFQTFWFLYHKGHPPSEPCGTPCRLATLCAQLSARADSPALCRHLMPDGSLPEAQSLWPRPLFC
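Human placenta-derived ASM enzyme was preincubated with compound for 10 minutes at room temperature, then given fluorogenic substrate HMU-PC0 (9 uM final) for 60 minutes at 37 °C; a pH 10 stop preceded fluorescence reading at Ex 386/Em 447 nm.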
* hit, by the source's call; ? = inconclusive; nt = no result given; [ ] = another dose, or the depositor's remark. Unless noted, calls follow the shape of the dose curve; as a rule, active = well fitted curve in the direction sought with a large enough effect; inconclusive = small, poorly fitted or top-dose-only effect, or another doubt; inactive = no such curve, though single readings can be large; an effect the other way counts as inactive or inconclusive.

SMILES	CXXC DNA block	KCNH2 3.1 inh	AT treatment	TRPV1 agonist	Integrin act MD	Coupling enz	MBNL1 CUG block	hERG WT inh	GALK inhibitor	S-ASM inh
COc1cc(CSc2nnnn2-c2ccc(C)cc2)cc(OC)c1OC	-0.3%	-18.0	25.6%	-5.6	-33.6%	-3.1	-19.0%	-8.2	0.1%	-1.6%
CC(C)C(O)C1CCN(Cc2nc(-c3cccs3)no2)CC1 (stereo not given)	-0.3%	-13.8	3.3%	22.0	0.2%	-0.1	25.4%	-2.7	-4.0%	-1.1%
Cc1ccc(S(=O)(=O)N2CCN(C(=O)COC(=O)c3c(C)cc(C)cc3C)CC2)c(C)c1	nt	27.5	-0.7%	-1.2	-19.0%	nt	nt	-1.0	nt	-2.6%
COc1ccc(-c2[nH]c(-c3ccc(C)cc3)nc2SCC(=O)Nc2nccs2)cc1	-0.9%	0.8	-4.1%	11.8	10.1%	-2.2	1.0%	-5.7	-0.6%	?
COc1cc(C(=O)NCCOc2cccc3cccnc23)cc(OC)c1OC	2.8%	32.6	1.2%	-7.4	3.1%	0.8	6.4%	-4.5	-1.9%	-0.7%
C=CCN1C(=O)C(CC(=O)Nc2ccccc2)SC1=Nc1c(C)n(C)n(-c2ccccc2)c1=O (stereo not given)	-2.8%	7.2	3.8%	-2.7	13.1%	-1.7	5.1%	3.9	nt	7.1%
C[C@]12CCC(=O)C=C1[C@H](O)C[C@@H]1[C@@H]2[C@@H](O)C[C@@]2(C)[C@H]1CC[C@]2(O)C(=O)CO	?	-22.6	13.5%	-6.8	nt	-18.9	6.7%	17.2	-1.3%	2.0%
COc1ccc(Cl)cc1NCC(=O)Nc1ccc(OC)c(S(=O)(=O)N2CCCCC2)c1	nt	-15.6	-6.2%	-2.3	8.7%	nt	nt	-4.7	nt	0.7%
Cn1nc(C(C)(C)C)cc1C(=O)Sc1cccc(Br)c1	-9.1%	-1.1	14.0%	5.7	-53.1%[inhibitor]	0.3	8.2%	0.3	-0.1%	-5.6%
CC(C)C(c1nnnn1Cc1ccc(F)cc1)N1CCN(c2ccc(O)cc2)CC1 (stereo not given)	35.9%[activator]	-3.2	3.1%[11.5 µM]	7.8	3.3%	-9.5	-0.7%	19.2	1.6%	-1.6%
CSc1cccc(NCc2ccc([N+](=O)[O-])cc2)c1	-3.1%	-17.9	7.2%	-0.7	-4.3%	1.7	-0.6%	7.4	5.6%	-0.8%
Cc1oc2c(c1C(=O)NC(Cc1c[nH]c3ccccc13)C(=O)O)CCCC2 (stereo not given)	2.6%	-12.1	0.7%	12.3	-0.6%	5.0	-7.0%	-15.1	0.7%	1.5%
COc1ccc(OCC(=O)N2CCN(C(=O)COc3ccccc3)CC2)cc1	-6.5%	-4.3	0.2%	4.8	-15.5%	-0.4	6.4%	-15.5	-2.6%	-0.2%
COc1ccc(C(=O)c2c[nH]c(C(=O)NCc3cccnc3)c2)cc1	1.0%	2.8	-0.3%	nt	0.0%	1.4	-6.9%	-2.4	0.7%	1.7%
CCNC(=O)C(=O)NCC1OCCCN1S(=O)(=O)c1cccs1 (stereo not given)	3.0%	3.4	6.5%	-2.9	1.6%	-0.7	-11.0%	1.9	nt	4.0%
Cc1ccc(-c2cc(C(=O)Nc3ccc(S(=O)(=O)Nc4ncccn4)cc3)c3ccccc3n2)cc1	-2.8%	8.6	-1.7%	0.4	22.4%	4.7	23.1%	17.0	0.3%	3.6%
COc1ccccc1C(=O)Nc1onc(C)c1C#N	15.5%	-3.2	-2.5%	1.0	0.0%	-1.0	6.9%	nt	-2.1%	0.4%
CSc1ncccc1C(=O)Nc1cccc(C)n1	?	2.6	15.3%	-3.4	?	-4.7	-15.2%	1.5	0.3%	0.0%
COC(=O)c1ccc(Cl)c(NC(=O)CSc2ncn[nH]2)c1	-4.6%	-8.8	-4.3%	-0.5	-24.0%	3.1	-7.2%	5.0	1.1%	0.6%
N#C/C(=C\c1ccc(-c2ccc(F)cc2)o1)C(=O)Nc1nc(-c2cccs2)cs1	-9.9%	13.1	-7.7%	-0.8	-7.0%	-1.4	-2.6%	13.4	0.5%	-4.1%
O=C(NC1CC1)c1sc2cc(F)ccc2c1Cl	nt	6.9	4.2%	11.7	-3.7%	nt	nt	3.2	nt	2.2%
CC(C)c1cccc(C(C)C)c1NC(=O)CCN1C(=O)NC2(CCCC2)C1=O	nt	?	3.5%	17.9	33.5%	nt	nt	-18.4	nt	3.5%
CC1(C)Cc2nc(Cl)c(C(=O)O)cc2CO1	-1.4%	1.7	-1.1%	-0.9	0.4%	-1.2	3.5%	-0.9	0.7%	-3.0%
COc1ccc(S(=O)(=O)N2CCCCC2)cc1NC(=O)CCOc1cc(C)ccc1C	nt	1.8	-0.6%	3.0	-7.6%	nt	nt	12.0	nt	0.5%
O=C1CC[C@H](OCc2ccccc2)CCN1[C@H](CSc1ccccc1)Cc1ccccc1	2.6%	3.0	8.8%	?	13.5%	1.5	-4.5%	0.6	nt	-1.1%
CCOC(=O)C1CCN(C(=O)CCCN2C(=O)c3ccccc3C2=O)CC1	-4.2%	4.9	0.0%	2.3	-0.6%	-0.8	10.6%	-2.0	1.9%	-0.6%
C=CC[C@H](CC(=O)NCCO)C(=O)N[C@H](COC(=O)[C@@H](CC=C)CC(=O)OC(C)(C)C)Cc1ccccc1	nt	6.2	9.2%	nt	1.2%	nt	nt	-2.6	nt	0.4%
COc1ccc(-c2c(S(=O)(=O)c3ccccc3)cnn2-c2ccccc2)cc1	0.8%	-6.6	7.6%	5.3	5.9%	4.7	8.0%	-8.5	-1.8%	-9.0%
Cc1cc(C)c(NC(=O)CNC(=O)COC(=O)C2CCN(c3ccc(C(F)(F)F)cn3)CC2)c(C)c1	16.5%	nt	7.3%	1.2	0.0%	nt	0.8%	20.1	-2.6%	-0.9%
CC1(C(=O)OCC(=O)NCCNC(=O)COC(=O)C2(C)CC2(Cl)Cl)CC1(Cl)Cl (stereo not given)	24.7%	-3.2	3.0%	?	12.7%	nt	-4.3%	0.7	-1.8%	1.4%
Cc1ccc2c(c1)/C(=N/N1C(=O)c3ccccc3C1=O)C(=O)N2	-0.3%	-155.2*	0.3%	0.1	25.1%	-2.0	16.0%	-2.7	-0.8%	0.2%
C=CCOc1ccc(-c2nc3c(c(=O)[nH]c(=O)n3Cc3ccccc3)n2CCCOC)cc1	-3.7%	1.7	4.1%	0.2	-5.9%	2.8	-1.2%	-4.1	13.4%	-2.4%
CC(C)CCNc1c(-c2cccs2)nc2ccccn12	-5.6%	2.3	-0.6%	6.9	-21.4%	-15.9	?	-8.0	-0.2%	214.9%[activator]
CCOC(=O)c1c(C(=O)OCC)c(C)n(CCc2ccccc2)c1C	-0.6%	1.3	-0.1%	18.2	-10.4%	-0.7	20.5%	-1.8	nt	0.3%
CN1CCN(C(=O)/C(=C/c2ccccc2F)NC(=O)c2ccccc2)CC1	-4.0%	16.4	-6.3%	-0.9	-7.8%	-0.1	-1.6%	8.5	4.8%	3.1%
Cc1cccc(Cc2cccc(C)c2O)c1O	nt	8.1	nt	nt	?	nt	nt	4.6	nt	-1.1%
CCCc1cc(=O)oc2c(CNc3ccc(OCC)cc3)c(O)ccc12	-2.3%	2.5	8.3%	12.9	5.7%	-8.5	2.6%	15.0	nt	422.8%[activator]
COc1ccc(CNC(=O)C(=O)NCCC2CCCCN2S(=O)(=O)c2ccccc2)cc1 (stereo not given)	nt	-9.4	-0.1%	-2.3	19.4%	nt	nt	1.7	nt	2.8%
Cc1cc(Cl)ccc1OCC(=O)Nc1ccncc1	-10.3%	-7.4	-3.3%	14.2	-21.7%	-2.2	-5.3%	1.0	1.5%	1.4%
O=C(COc1ccc(Br)cc1Br)NC1CCS(=O)(=O)C1 (stereo not given)	nt	-5.9	18.6%	-9.5	0.0%	nt	nt	-4.7	nt	nt
